PLK1 inh = inhibitors of human PLK1 kinase. recombinant PLK1 kinase, TR-FRET peptide phosphorylation. inhibition, % at 10 µM. 97,000 tested, 0.53% active. AID 619;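 active = inhibition of 50% or more in the single-concentration screen; inactive = inhibition below 50%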;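 note: 0% = DMSO max control and 100% = H-89 dihydrochloride min control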
Target sequence (P53350 whole entry, looked up): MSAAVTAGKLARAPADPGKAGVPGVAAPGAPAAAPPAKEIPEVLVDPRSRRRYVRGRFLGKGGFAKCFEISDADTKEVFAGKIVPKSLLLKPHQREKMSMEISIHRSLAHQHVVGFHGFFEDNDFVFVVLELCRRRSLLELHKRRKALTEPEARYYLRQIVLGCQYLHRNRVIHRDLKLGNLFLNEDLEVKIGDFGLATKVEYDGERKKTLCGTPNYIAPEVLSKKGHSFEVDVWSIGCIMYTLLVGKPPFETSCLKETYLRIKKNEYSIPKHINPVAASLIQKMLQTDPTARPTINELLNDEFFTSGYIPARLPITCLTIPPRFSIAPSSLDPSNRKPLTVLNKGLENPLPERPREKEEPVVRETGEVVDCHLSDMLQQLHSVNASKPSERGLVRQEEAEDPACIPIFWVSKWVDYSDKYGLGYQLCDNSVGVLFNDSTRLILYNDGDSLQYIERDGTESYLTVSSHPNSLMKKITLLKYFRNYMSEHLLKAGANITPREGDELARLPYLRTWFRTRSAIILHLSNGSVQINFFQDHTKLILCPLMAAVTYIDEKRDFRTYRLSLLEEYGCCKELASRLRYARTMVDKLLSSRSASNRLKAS
ERb coact inh = ER-beta (human) coactivator binding inhibition; AID 633; inhibition, % at 25.6 µM; Q92731; 86,000 tested, 1.3% active; TR-FRET ER-beta LBD / SRC1-Cy5 peptide binding; receptor agonist-loaded with 1 µM estradiol;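 active = compounds whose percent inhibition of the receptor-coactivator binding signal exceeds about 50% in the single-dose screen, limit read from the data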;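 note: 0% = receptor plus peptide wells without compound and 100% = peptide-only wells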
ERa coact pot = enhances coactivator binding to human estrogen receptor alpha. P03372. TR-FRET ERalpha-LBD/SRC-Cy5 coactivator binding, 2 h; 100 = basal binding, no effect. coactivator binding (% of control), % at 25.6 µM. 86,000 tested, 1.3% active. AID 639; in the data active = activity above about 200%;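 note: binding measured in presence of low estradiol as agonist stimulus; 0% = peptide alone without receptor and 100% = receptor with peptide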
ERa coact inh = blocks coactivator binding to human estrogen receptor alpha; P03372; TR-FRET ER-alpha LBD / SRC-1 peptide, estradiol-bound; inhibition, % at 25.6 µM; 86,000 tested, 1.7% active; AID 629; in the data active = inhibition above about 50%;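 note: 0% = receptor plus peptide control and 100% = peptide only without receptor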
Mac1 fbg enh = CD11b/CD18-fibrinogen binding enhancement; P05107+P11215; K562 CD11b/CD18 adhesion to fibrinogen, ATPlite luminescence; activation, % at 10 µM; 93,000 tested, 0.07% active;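 active = 10 µM primary screen giving 50% or more activity, confirmed by 40% or more on retest at that dose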; note: strong numbers were not always called active; reference of the scale not given here
* = called active by the depositor; nt = not tested or not shown; [ ] = dose if it differs, or a comment. This is a subset; rates above refer to the full screens.

The first 15 records, to show the layout:
SMILES	PLK1 inh	ERb coact inh	ERa coact pot	ERa coact inh	Mac1 fbg enh
COc1ccc(C(=O)c2ccc(Br)cc2)c2ccccc12	-15	nt	nt	nt	nt
Cc1c(NC(=O)/C=C/c2cn(-c3ccccc3)nc2-c2ccc(F)cc2)c(=O)n(-c2ccccc2)n1C	-3	nt	nt	nt	nt
CC(NC(=O)/C(C#N)=C/c1ccc(C(=O)O)cc1)c1ccccc1 (centres undefined)	-5	nt	nt	nt	nt
Cc1ccc(/C=N/N2CCN(Cc3cccc4ccccc34)CC2)s1	-6	nt	nt	nt	nt
O=C1c2cccc3cccc(c23)C(=O)N1CC1CCN(CC(O)COc2ccc3ccccc3c2)CC1 (centres undefined)	-2	nt	nt	nt	nt
COC(=O)Oc1ccc(/C=N/NC(=O)CN(c2ccccc2Br)S(C)(=O)=O)cc1OC	-10	nt	nt	nt	nt
Cc1ccccc1OCC(=O)Nc1ccccc1-c1ccccc1	-5	nt	nt	nt	nt
C/C(=C\C(=O)c1ccccc1)Nc1ccc(Br)c(Cl)c1	-12	nt	nt	nt	nt
COc1ccc(C(O)P(=O)(OC(C)C)OC(C)C)cc1OC (centres undefined)	-7	nt	nt	nt	nt
COc1cc(/C=N/N2C(=O)C3C4c5ccccc5C(c5ccccc54)C3C2=O)ccc1O (centres undefined)	nt	nt	nt	nt	1
O=c1cc(O)c2sc3nc(-c4ccccc4)cc(C(F)(F)F)c3c2[nH]1	nt	nt	nt	nt	-3
Cc1ccccc1CSCc1nc2ccccc2[nH]1	nt	nt	nt	nt	-2
O=C(COc1ccccc1)NC(=S)Nc1cccc([N+](=O)[O-])c1	nt	nt	nt	nt	-4
Cc1ccc2nc(-c3cccc(NS(C)(=O)=O)c3)cc(-c3ccccc3)c2c1	nt	nt	nt	nt	-4
Nc1nc(F)nc2c1ncn2[C@@H]1O[C@H](CO)[C@@H](O)[C@@H]1O	nt	18[fluorescence artefact?]	111	-6	nt

The list itself (from the top)
SMILES	PLK1 inh	ERb coact inh	ERa coact pot	ERa coact inh	Mac1 fbg enh
COc1ccc(C(=O)c2ccc(Br)cc2)c2ccccc12	-15	nt	nt	nt	nt
Cc1c(NC(=O)/C=C/c2cn(-c3ccccc3)nc2-c2ccc(F)cc2)c(=O)n(-c2ccccc2)n1C	-3	nt	nt	nt	nt
CC(NC(=O)/C(C#N)=C/c1ccc(C(=O)O)cc1)c1ccccc1 (centres undefined)	-5	nt	nt	nt	nt
Cc1ccc(/C=N/N2CCN(Cc3cccc4ccccc34)CC2)s1	-6	nt	nt	nt	nt
O=C1c2cccc3cccc(c23)C(=O)N1CC1CCN(CC(O)COc2ccc3ccccc3c2)CC1 (centres undefined)	-2	nt	nt	nt	nt
COC(=O)Oc1ccc(/C=N/NC(=O)CN(c2ccccc2Br)S(C)(=O)=O)cc1OC	-10	nt	nt	nt	nt
Cc1ccccc1OCC(=O)Nc1ccccc1-c1ccccc1	-5	nt	nt	nt	nt
C/C(=C\C(=O)c1ccccc1)Nc1ccc(Br)c(Cl)c1	-12	nt	nt	nt	nt
COc1ccc(C(O)P(=O)(OC(C)C)OC(C)C)cc1OC (centres undefined)	-7	nt	nt	nt	nt
COc1cc(/C=N/N2C(=O)C3C4c5ccccc5C(c5ccccc54)C3C2=O)ccc1O (centres undefined)	nt	nt	nt	nt	1
O=c1cc(O)c2sc3nc(-c4ccccc4)cc(C(F)(F)F)c3c2[nH]1	nt	nt	nt	nt	-3
Cc1ccccc1CSCc1nc2ccccc2[nH]1	nt	nt	nt	nt	-2
O=C(COc1ccccc1)NC(=S)Nc1cccc([N+](=O)[O-])c1	nt	nt	nt	nt	-4
Cc1ccc2nc(-c3cccc(NS(C)(=O)=O)c3)cc(-c3ccccc3)c2c1	nt	nt	nt	nt	-4
Nc1nc(F)nc2c1ncn2[C@@H]1O[C@H](CO)[C@@H](O)[C@@H]1O	nt	18[fluorescence artefact?]	111	-6	nt
Cc1nc2c3c(-c4ccccc4)nc(N4CCOCC4)nc3nn2c(C)c1CCC(=O)O	nt	4[fluorescence artefact?]	97	6[fluorescence artefact?]	nt
O=C(CCc1nc2ccccc2[nH]1)N1CCN(C(=O)c2ccco2)CC1	nt	-4	129	-6	nt
Cc1sc2c(c1C)CN(Cc1ccco1)CN2C(=O)c1ccccc1	nt	-1	97[fluorescence artefact?]	2	nt
CCOC(=O)c1cc2c(=O)n(C)c3ccccc3c2s1	nt	-4[fluorescence artefact?]	92[fluorescence artefact?]	-9[fluorescence artefact?]	nt
NC(N)=NC(N)=NCCc1ccccc1	nt	36	83	25	nt
O=C(CCn1c(=O)c2ccccc2n(Cc2cc(=O)n3ccccc3n2)c1=O)NCc1ccco1	nt	-3[fluorescence artefact?]	124[fluorescence artefact?]	1	nt
Cn1c(Cn2c(=O)sc3ccccc32)nnc1SCC(=O)NC1CCCC1	nt	0	121	6	nt
CCN(CCCNC(=O)COc1cc(=O)n(CC)c2ccccc12)Cc1ccccc1	nt	-9	101	-36	nt
O=C(Nc1cccc(C(F)(F)F)c1)c1cc(S(=O)(=O)N2CCCCC2)ccc1N1CCOCC1	nt	5	116	-1	nt
CC(C)(C)OC(=O)N1CCC(C(=O)N2CCCCCC2)CC1	nt	-4	97	-5	nt
CCCCCCCCCCCCCCCC(=O)OC[C@H](COP(=O)([O-])OCC[N+](C)(C)C)OC(=O)CCCCCCCCCCCCCCC	nt	8[fluorescence artefact?]	98	7	nt
COC(=O)C1=C(N)Oc2cc(C)oc(=O)c2C1c1ccncc1 (centres undefined)	nt	-7	110[fluorescence artefact?]	-14	nt
O=C(c1ccc2nc(N3CCOCC3)sc2c1)N1CCC2(CC1)OCCO2	nt	-2	130[fluorescence artefact?]	3	nt
CCOc1ccccc1Nc1cc(C)nc2nc(C)nn12	nt	6	103	3	nt
CCN1CCCC1CNC(=O)c1nn(-c2ccc(C)cc2)c(=O)c2c1c1ccccc1n2C (centres undefined)	nt	-10	119	-1	nt
CCCCNC(=O)C(C#N)c1nc2ccccc2nc1N1CCN(Cc2ccc3c(c2)OCO3)CC1 (centres undefined)	nt	-9	70[fluorescence artefact?]	-2	nt
CCOc1ccc(Nc2cc(C)nc3nc(C)nn23)cc1	nt	23	84	20	nt
NC(=O)c1ccccc1O	nt	-6	113	-2	nt
CCCOc1ccc(/C(O)=C2/C(=O)C(=O)N(CCN3CCOCC3)C2c2ccccc2)cc1 (centres undefined)	nt	-9	95	-5	nt
CCn1c(SCc2nc3ccccc3s2)nc2cc(S(=O)(=O)N3CCOCC3)ccc21	nt	7	170	12	nt
COC(=O)c1ccc(C2/C(=C(\O)c3cccc(OC)c3)C(=O)C(=O)N2CCCN(C)C)cc1 (centres undefined)	nt	-4	109	-6	nt

Three entries out of the list above, sorted by their value in Mac1 fbg enh, largest number first:
SMILES	PLK1 inh	ERb coact inh	ERa coact pot	ERa coact inh	Mac1 fbg enh
Cc1ccccc1CSCc1nc2ccccc2[nH]1	nt	nt	nt	nt	-2
O=c1cc(O)c2sc3nc(-c4ccccc4)cc(C(F)(F)F)c3c2[nH]1	nt	nt	nt	nt	-3
Cc1ccc2nc(-c3cccc(NS(C)(=O)=O)c3)cc(-c3ccccc3)c2c1	nt	nt	nt	nt	-4

The list goes on.
SMILES	PLK1 inh	ERb coact inh	ERa coact pot	ERa coact inh	Mac1 fbg enh
O=C(Nc1nc(-c2ccccn2)cs1)C1COc2ccccc2O1 (centres undefined)	nt	-2	114	-3	nt
O=C(NCCN1CCOCC1)c1ccc2c(c1)ncn2C1CCCC1	nt	-11[fluorescence artefact?]	125	-9	nt
CCC(=O)N1CCc2cc(Br)cc(S(=O)(=O)N3CCN(c4ccccn4)CC3)c21	nt	-5	104	-8	nt
O=C(c1ccc(C(=O)N2CCN(c3ccccc3F)CC2)nc1)N1CCN(c2ccccc2F)CC1	nt	0[fluorescence artefact?]	118	3	nt
Cc1nc2sc(C(c3ccco3)N3CCN(c4ccc(F)cc4)CC3)c(O)n2n1 (centres undefined)	nt	-3	95	2	nt
OCCN(CCO)c1nc(N2CCCCC2)c2nc(N(CCO)CCO)nc(N3CCCCC3)c2n1	nt	5	130	-1	nt
Cc1c(C(=O)N2CCCc3ccccc32)sc2nc(-c3ccccc3)cn12	nt	-11	101	-6	nt
CC(OC(=O)c1ccco1)C(=O)NCc1cccs1 (centres undefined)	nt	7	103	5	nt
Cc1ccc2c(=O)c(CN(C)C3CCN(C)CC3)c(C)[nH]c2c1C	nt	3	95	2	nt
CC(C)Cn1c(N)c(C(=O)CSc2nnnn2-c2ccc(Cl)cc2)c(=O)n(C)c1=O	nt	-2	327*	25[fluorescence artefact?]	nt
COC(=O)c1cc(NC2c3ccccc3C(=O)N2c2ccc(Cl)cn2)cc(C(=O)OC)c1 (centres undefined)	nt	28[fluorescence artefact?]	64[fluorescence artefact?]	67*	nt
CNCCC=C1c2ccccc2CCc2ccccc21	nt	7	104	-8	nt
Cc1cccc(NC(=O)c2ccc3ccccc3n2)n1	nt	3	104	-1	nt
CCOc1ccccc1Nc1nc2ccccc2n2cnnc12	nt	43	368*[fluorescence artefact?]	25	nt
CN(C)CCCN1C(=O)C(=O)/C(=C(/O)c2ccc(S(=O)(=O)N(C)C)cc2)C1c1ccncc1 (centres undefined)	nt	-13[fluorescence artefact?]	116	5[fluorescence artefact?]	nt
COc1ccc(CCn2c(-c3ccco3)nc3oc4ccccc4c(=O)c3c2=O)cc1	nt	8	123	16	nt
O=C(CCCN1CC=C(n2c(=O)[nH]c3ccccc32)CC1)c1ccc(F)cc1	nt	-7	114	0	nt
CCN1CCN(c2ncnc3c2cnn3-c2ccc(C)cc2C)CC1	nt	-10	135	-6	nt
CCC(=O)O[C@]1(C(=O)CCl)[C@@H](C)C[C@H]2[C@@H]3CCC4=CC(=O)C=C[C@]4(C)[C@@]3(F)[C@@H](O)C[C@@]21C	nt	5	112	-4	nt
CCOc1cc(-c2cc(N)n[nH]2)cc(OCC)c1OCC	nt	-9	130[fluorescence artefact?]	-11	nt

Bioassay records deposited in PubChem by several laboratories.
